Screening results as filed in PubChem BioAssay.
FLuc modulator = qHTS profiling assay for firefly luciferase inhibitor/activator using purifed enzyme and Km concentrations of substrates (counterscreen for miR-21 project); purified FLuc, Km substrates, luminescence inhibition; Potency, µM (top dose mostly 57.5 µM), without a hit: at the highest dose activity change, negative = inhibition, usual class: inhibitors; 360,000 compounds, 6.9% hits; active = well fitted inhibition curve with a large enough effect; inconclusive = small, poorly fitted or top-dose-only effect;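 note: plate controls were vehicle for no effect and reference inhibitor for full effect; nearly all actives have a fitted effect of over 55% in size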
Target sequence (P08659 whole entry, looked up): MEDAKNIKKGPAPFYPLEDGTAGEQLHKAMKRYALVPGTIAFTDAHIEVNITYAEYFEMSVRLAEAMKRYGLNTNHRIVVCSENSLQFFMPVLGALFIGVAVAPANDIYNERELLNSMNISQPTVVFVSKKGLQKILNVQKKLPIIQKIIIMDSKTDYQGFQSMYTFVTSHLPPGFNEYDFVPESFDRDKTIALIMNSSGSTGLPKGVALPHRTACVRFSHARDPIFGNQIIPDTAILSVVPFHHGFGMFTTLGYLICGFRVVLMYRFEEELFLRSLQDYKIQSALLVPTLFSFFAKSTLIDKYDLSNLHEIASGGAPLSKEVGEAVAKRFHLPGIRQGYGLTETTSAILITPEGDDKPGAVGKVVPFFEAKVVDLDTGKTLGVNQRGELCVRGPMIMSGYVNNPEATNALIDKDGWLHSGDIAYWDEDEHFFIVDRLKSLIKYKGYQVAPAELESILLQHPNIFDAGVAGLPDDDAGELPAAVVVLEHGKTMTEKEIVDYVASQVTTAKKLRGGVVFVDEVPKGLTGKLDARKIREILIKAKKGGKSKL
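Purified P. pyralis luciferase, 10 nM final, with Km-level 10 uM D-luciferin and 10 uM ATP in 50 mM Tris acetate pH 7.5, 10 mM Mg acetate, 0.01% Tween-20, 0.05% BSA; 6-point qHTS titration about 60 µM downward; luminescence read.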
* marks the source's active call; other numbers are inactive results; u = inconclusive; [ ] = dose if it differs, or a comment. Potency is the fitted concentration of half-maximal effect. A portion of the library; count on the stated rates, not on these rows.

SMILES | FLuc modulator
Cc1ccc(NC(=O)c2cn3c4c(ccc(Cl)c4c2=O)OC(C)C3)c(C)c1 (configuration not stated) | 3%
Cc1oc2ccc(O)c(CN3CCCCCC3)c2c1C(=O)Nc1cccc(C(F)(F)F)c1 | -4%
COc1ccc(Cl)cc1NC(=O)CCn1c(=O)c2cccn2c2ccccc21 | u
Cc1nnsc1C(=O)Oc1ccccc1Cl | 1%
Cc1cc(NC(=O)c2oc3c(c2C)-c2[nH]ncc2CC3)ccc1Br | 3%
COc1ccc(OC)c(CNC(=O)Cn2nc(C)c3nn(-c4ccc(Cl)cc4)c(C)c3c2=O)c1 | 4%
O=C(NCCc1ccc(Cl)cc1)c1ccc(CS(=O)Cc2cccc(Cl)c2)o1 (configuration not stated) | u
N#Cc1ccc(OC(=O)c2cc(-c3ccc4c(c3)OCCO4)on2)cc1 | 21µM*
CCS(=O)(=O)c1ccc(C(=O)N2CCN(c3nc4c(OC)ccc(C)c4s3)CC2)cc1 | -6%
O=C(NCCc1ccc(Cl)cc1)c1nnc(Cc2ccc(F)cc2)o1 | -6%
COc1ccc(CCNc2oc(/C=C/c3ccc(OC)c(OC)c3)nc2C#N)cc1 | -5%
COCCNC(=O)CSc1c2c(nc3cc(Cl)ccc13)CCCC2 | -12%

In the list so far, 7 contain a Cl atom:
SMILES | FLuc modulator
Cc1ccc(NC(=O)c2cn3c4c(ccc(Cl)c4c2=O)OC(C)C3)c(C)c1 (configuration not stated) | 3%
COc1ccc(Cl)cc1NC(=O)CCn1c(=O)c2cccn2c2ccccc21 | u
Cc1nnsc1C(=O)Oc1ccccc1Cl | 1%
COc1ccc(OC)c(CNC(=O)Cn2nc(C)c3nn(-c4ccc(Cl)cc4)c(C)c3c2=O)c1 | 4%
O=C(NCCc1ccc(Cl)cc1)c1ccc(CS(=O)Cc2cccc(Cl)c2)o1 (configuration not stated) | u
O=C(NCCc1ccc(Cl)cc1)c1nnc(Cc2ccc(F)cc2)o1 | -6%
COCCNC(=O)CSc1c2c(nc3cc(Cl)ccc13)CCCC2 | -12%

Next part
SMILES | FLuc modulator
COc1cc(/C=C(/C#N)c2nc(-c3cc4ccccc4oc3=O)cs2)ccc1O | u
Cc1cccc(CNC(=O)c2ccc(N3Cc4ccccc4Oc4ncccc43)s2)c1 | -1%
CC(C)c1ccc(NC(=O)CCS(=O)(=O)c2ccc(Br)s2)cc1 | -13%
Cc1cccc(OCC(=O)Nc2ccccc2C(=O)OCc2cc(=O)n3nc(C)sc3n2)c1 | u
Cc1ccc(CNc2oc(-c3ccc(COc4ccc(C)cc4)o3)nc2C#N)cc1 | 5%
COc1ccc(NC(=O)C2=C(C)Nc3c(C(=O)Nc4ccc(C)cc4)cnn3C2c2cc(OC)ccc2OC)cc1 (configuration not stated) | 0%
COc1ccc(N(C(=O)c2ccccc2F)S(=O)(=O)c2ccc3c(c2)n(C)c(=O)n3C)cc1 | -2%
COc1cccc(OC(=O)CSc2nnc(-c3cccs3)o2)c1 | 4%
CC1CCc2c(sc(NC(=O)c3cc(-c4ccc(Br)cc4)on3)c2C(N)=O)C1 (configuration not stated) | -13%
CCOc1ccc(N2CC(c3nc4ccccc4n3CCOc3ccc(OC)cc3)CC2=O)cc1 (configuration not stated) | -3%
O=C(/C=C/c1ccccc1)N1CCN(Cc2cc(=O)n3nc(-c4ccccc4)sc3n2)CC1 | 4%
CCc1ccc(NC(=O)C2CCCN(S(=O)(=O)c3cccc4cccnc34)C2)cc1 (configuration not stated) | -8%
Cc1ccc2nc(-c3cccc(NC(=O)CSc4ccc(Cl)cc4)c3)oc2c1 | 1.7µM*
COC(=O)c1ccc(N2C(=O)Cc3cc(OC)c(OC)cc3C2c2ccc(F)cc2)cc1 (configuration not stated) | 0%
Cc1ccc(NC(=O)/C=C\C(=O)N(c2ccc(C(C)C)cc2)C(C(=O)NCc2ccco2)c2ccc(F)cc2)cc1 (configuration not stated) | -2%
COc1ccc(C(CNC(=O)c2cccc([N+](=O)[O-])c2)N2CCOCC2)cc1 (configuration not stated) | 5%
O=C(Cn1cc(S(=O)(=O)Cc2ccc(F)cc2)c2ccccc21)NCCc1ccccc1 | -2%
COc1ccccc1CNC(=O)CCc1c(C)c2cc3c(C)coc3cc2oc1=O | -10%
Cc1cc(O)c2c(C)c(CC(=O)NCc3ccccc3Cl)c(=O)oc2c1 | -2%
O=C(c1ccc2c(c1)N(Cc1ccccc1)C(=O)c1ccccc1S2(=O)=O)N1CCN(c2ccccc2)CC1 | -5%
Cc1ccc(NC(=O)CSc2nc3c(sc4ccccc43)c(=O)n2CCCC(=O)NC2CCCC2)cc1C | -1%
COc1ccc(OCCn2c(C(C)Oc3ccccc3)nc3ccccc32)cc1 (configuration not stated) | -4%
CCc1ccc(NC(=O)c2ccc(F)c(S(=O)(=O)NCc3ccc(Cl)c(Cl)c3)c2)cc1 | -9%
COc1ccc(-c2cn3c(n2)sc2cc(C(=O)NCc4cccs4)ccc23)cc1 | -3%
CC1CCN(S(=O)(=O)c2ccc3c(c2)CCN3)CC1 | -5%
Cc1ccc(NC(=O)CCn2cccn2)c(C)c1 | 2%
Cc1ccc(-n2ncc3c(NCc4ccccc4)ncnc32)cc1Cl | u
CCN(CC)CCNC(=O)CCn1c(=O)c2cccn2c2cccnc21 | 2%
CCc1nnc2c(Nc3ccc(N(CC)CC)cc3C)nc3ccccc3n12 | -20%
CCCC(=O)Nc1nnc(SCc2cc(=O)c3ccc(C)cc3[nH]2)s1 | -8%
COc1ccc(CCNc2ncnc3c2cnn3-c2ccc(C)cc2)cc1 | u
COc1ccc(-c2cn3nc(N4CCCC(C(=O)Nc5ccccc5OC)C4)sc3n2)cc1 (configuration not stated) | u
Cc1cccc(CSc2ccc3nnc(CCNS(=O)(=O)c4ccccc4)n3n2)c1 | -9%
CC(C)OC(=O)c1c(NC(=O)c2cc3nc(-c4ccccc4)cc(C(F)(F)F)n3n2)sc2c1CCCC2 | -6%
COc1ccc(CC(=O)NC2CC(=O)N(c3cccc(F)c3)C2)cc1OC (configuration not stated) | -4%
CCOc1cccc(-c2nc3ccccc3c(=O)o2)c1 | 5.4µM*
CC(C)OCCCNC(=O)c1cn(C)c2ccc(S(=O)(=O)N3CCCCCC3)cc2c1=O | 2%
CC(C)Cc1nn2c(=O)cc(COC(=O)c3ccccc3NC(=O)C3CCCCC3)nc2s1 | -10%
CC(C)(C)c1ccc(OCc2nc3ccccc3n2CCOc2ccccc2)cc1 | -5%
Cn1cnc(S(=O)(=O)N2CCC(C(=O)Nc3ccc(F)cc3F)CC2)c1 | 1%
COc1cccc(C2C(C(=O)Nc3ccc(Cl)cc3)=C(C)Nc3c(C(=O)Nc4ccccc4)cnn32)c1OC (configuration not stated) | -6%
CSc1ccc(CCNC(=O)c2ccc(-c3nc(COc4ccc(C)cc4)c(C)o3)cc2)cc1 | 1%
COc1ccc(CNC(=O)CCc2c(C)c3ccc(OC)c(C)c3oc2=O)cc1OC | 0%
O=C(NCc1cccs1)c1ccc2c(c1)sc1nc(-c3ccc(F)cc3)cn12 | -2%
CCCCN(CCCC)CCNC(=O)c1cn(C)c2ccc(S(=O)(=O)N3CCOCC3)cc2c1=O | 4%
Cc1cccc(C)c1NC(=O)c1nc(SC(C)C)ncc1Cl | -10%
COc1cc(NC(=O)c2cc(Cl)c(OC)c(Cl)c2)ccc1NC(=O)c1cc2ccccc2o1 | 0%
Cc1nn(CC(=O)NCCc2ccc(Cl)cc2)c(=O)c2cc3cc(F)ccc3n12 | -2%
Cc1ccc(C)c(S(=O)(=O)NCC(c2ccco2)S(=O)(=O)c2ccc(F)cc2)c1 (configuration not stated) | 4%
Cc1nn(C)c2c1c(-c1ccccc1)cc(=O)n2Cc1c(F)cccc1Cl | 3%
CCNC(=O)C1CCN(S(=O)(=O)c2ccc3c(c2)CCCN3C(C)=O)CC1 | -1%
Cc1cccc(-c2nc3c(cnn3-c3ccccc3)c(=O)n2-c2cccc(Cl)c2)c1 | -12%
CCc1nnc(SC(CC)C(=O)Nc2cccc(OC)c2)c2cc3oc(C)cc3n12 (configuration not stated) | 4%
COc1ccc2c(Sc3ccc(C)cc3)c(C(=O)NCc3ccc(F)cc3)[nH]c2c1 | 10%
COc1ccc(-c2nc3c(c(SCC(=O)Nc4cc(C)cc(C)c4)n2)Cc2c(CO)cnc(C)c2O3)cc1 | -1%
Cc1ccc(-n2ncc3c(NCCc4ccccc4)ncnc32)cc1Cl | u
O=C(Nc1ccc(Br)cc1)c1cccc(S(=O)(=O)N2CCc3ccccc32)c1 | 3%
O=C(CCn1cnc2onc(-c3ccc(F)cc3)c2c1=O)N1CCN(c2ccccc2F)CC1 | -1%
CCOc1ccccc1NS(=O)(=O)c1ccc2c(c1)CC(C)N2C(=O)C1CCC1 (configuration not stated) | -20%
CC(=O)c1ccc(NC(=O)CSc2nnc3ccc(-c4ccc(Br)cc4)nn23)cc1 | 3%

Following part:
| compound | FLuc modulator |
| --- | --- |
| CCOC(=O)c1cnc(N2CCN(c3cccc(C)c3C)CC2)c2ccccc12 | -2% |
| Clc1cccc(-c2ccc(CNCCSc3nnnn3-c3ccccc3)o2)c1 | -3% |
| CCOc1ccc(S(=O)(=O)c2cn(Cc3ccccc3)c3ccc(OCC)cc3c2=O)cc1 | 0% |
| CCOC(=O)c1sc(NC(=O)C2c3ccccc3Oc3ccccc32)c(C#N)c1C | u |
| COc1cccc(NC(=O)c2c(C)oc3nc(C)nc(N4CCCC4)c23)c1 | 68%[activator] |
| Cc1c(NC(=O)C(C)(C)C)cccc1-c1nc2ccccc2s1 | 4.8µM* |
| CCCn1c(=O)c2sccc2n2c(CCCC(=O)Nc3ccccc3OCC)nnc12 | 0% |
| COc1ccc(C2=C(C)C(=O)N(Cc3ccc(C(=O)Nc4cc(C)ccc4C)cc3)S2(=O)=O)cc1 | 0% |
| CCOc1ccccc1NC(=O)c1cc2c(=O)n(Cc3cccnc3)ccc2nc1C | 2% |
| CCOc1ccc(NC(=O)CCCc2nnc3n(C)c(=O)c4sccc4n23)cc1 | -1% |
| Cc1cccc(OCCn2nnc3sc4c(c3c2=O)CCCC4)c1 | u |
| Cc1ccc(NC(=O)c2cc(S(=O)(=O)N3CCc4ccccc43)cn2C)c(Cl)c1 | -8% |
| CCCC(=O)Nc1cc2nn(-c3ccc(OC)cc3)nc2cc1C | u |
| COc1cc(NC(=O)C2=CC(c3ccc(F)cc3)=NS(=O)(=O)N2C)cc(OC)c1OC | 1.3µM* |
| O=C(Nc1ccc(S(=O)(=O)N2CCC(c3nc4ccccc4s3)CC2)cc1)c1ccccc1F | 4% |
| CCC(Sc1nnc(-c2ccc(OC)cc2)c(-c2ccc(OC)cc2)n1)C(=O)Nc1cccc(OC)c1 (configuration not stated) | 2% |
| CCOc1ccccc1CNC(=O)CCc1c(C)nn(-c2ccc(N3CCCCC3)nn2)c1C | -17% |
| Oc1c(C(c2ccc(F)cc2)N2CCCC2)sc2nc(-c3ccco3)nn12 (configuration not stated) | u |
| Cc1ccc(Cc2nc3ccccc3nc2SCC(=O)N2CCN(c3ccccc3)CC2)cc1 | -5% |
| Cc1ccc(-c2cc(C(=O)NCCc3ccccc3)c3c(-c4ccc(C)cc4)[nH]nc3n2)cc1 | -19% |
| Cc1ccc(NC(=O)c2ccc(F)c(S(=O)(=O)NCCc3ccccc3)c2)cc1F | -1% |
| Cc1c(Cl)cccc1NC(=O)CSc1nc(=O)[nH]c2c1CCCC2 | -5% |
| Cc1ccc(-n2cc3c(c2-c2ccccc2Br)c(=O)n(C)c(=O)n3C)cc1N | 4% |
| Cc1ccc(NC(=O)Cn2c(-c3nonc3N)nc3ccccc32)c(Br)c1 | -3% |
| COc1ccc(C2=NC3(CCCCCC3)N(CC(=O)Nc3cccc(Cl)c3)C2=O)cc1 | -7% |
| CCOc1ccc(-c2cc3nc(C4CCN(C(=O)OC(C)(C)C)CC4)c(C(=O)Nc4cc(OC)ccc4OC)cn3n2)cc1 | -7% |
| COc1ccc(Cl)cc1Nc1ncnc2c1c(-c1ccccc1)cn2-c1ccccc1 | -5% |
| CCOc1ccc(NC(=O)CS(=O)(=O)Cc2nc(-c3ccc(C)cc3)oc2C)cc1 | 0% |
| COc1ccc(/C=C(/C#N)c2nc(-c3ccc(-c4ccccc4)cc3)cs2)cc1 | 1% |
| CCOc1ccc(-c2cc3c(=O)n(CC(=O)NCc4ccc(Cl)cc4)ccn3n2)cc1 | 2% |
| COc1ccccc1OCC(=O)NCC1(N2CCOCC2)CCCCC1 | -7% |
| C=Cc1ccc(CSc2nc(-c3ccc(Cl)cc3)nc3c2Cc2c(CO)cnc(C)c2O3)cc1 | -1% |
| CCOc1cccc(CC(=O)N2CCc3c([nH]c4ccccc34)C2c2ccc(C)cc2)c1OCC (configuration not stated) | 4% |
| COc1ccc2c(Sc3ccccc3)c(C(=O)NCCN(C)C)[nH]c2c1 | 4.8µM* |
| CCc1cccc(NC(=O)CSc2n[nH]c(-c3ccccc3Cl)n2)c1 | u |
| Cc1ccc(CNC(=O)c2cc3c(=O)n(Cc4cccnc4)ccc3nc2C)cc1 | -1% |
| COc1cn(CC(=O)Nc2cccc(C)c2C)c(CN2CCCCC2)cc1=O | 0% |
| Cc1cc(C)c2c(-n3cccc3)c(C(=O)NCCCN3CCCCC3C)sc2n1 (configuration not stated) | 0% |
| Cc1ccc(NC(=O)c2cc(CN3CCOCC3)on2)cc1Cl | -15% |

Part of the list above in order of molecular weight, largest number first:
| compound | FLuc modulator |
| --- | --- |
| CCOc1cccc(CC(=O)N2CCc3c([nH]c4ccccc34)C2c2ccc(C)cc2)c1OCC (configuration not stated) | 4% |
| Cc1cc(C)c2c(-n3cccc3)c(C(=O)NCCCN3CCCCC3C)sc2n1 (configuration not stated) | 0% |
| COc1cn(CC(=O)Nc2cccc(C)c2C)c(CN2CCCCC2)cc1=O | 0% |
